From PubChem
ATXN2 expr inh = reduces ATXN2 reporter expression in HEK-293 cells; HEK-293 ATXN2-luciferase reporter, luminescence, 24 h; Potency, µM (highest dose often 57 µM), inactives show top-dose activity change, negative = inhibition, most hits filed as inhibitors; 0.72% of 360,000 active; further: potency means the concentration at half of the fitted maximal effect; on the % scale 0 is the no-effect control and ±100 the full control effect; nearly all actives have a fitted effect of over 55% in size
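qHTS (up to 57 uM final) was run with 24 h compound exposure of reporter cells at 37 °C. Each well was multiplexed: SteadyGlo luminescence measured ATXN2-luciferase expression after a fluorogenic Gly-Phe-AFC viability readout (25 uM final).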
MCF10A rerep = induces DNA re-replication in MCF 10a normal breast cells | MCF 10A DNA re-replication, Hoechst nuclear intensity, 48 h | Potency, µM (top dose mostly 46.1 µM), inactives show top-dose activity, positive = re-replication, hits mostly activators | 2.9% of 350,000 active; further: potency means the concentration at half of the fitted maximal effect; % of control where 0% means no effect; nearly all actives have a fitted effect of over 50% in size
HT1080 IDH1KD tx = kills HT-1080 cells with IDH1 knockdown. HT-1080 IDH1 knockdown viability, ATP luminescence, 48 h. Potency, µM (highest dose often 46.1 µM), for the others: at the highest dose activity, negative = toxicity, usual class: cytotoxic. 2% of 360,000 active. AID 686971;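 further: potency means the concentration at half of the fitted maximal effect; 0% = DMSO wells and -100% = cell-free medium wells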
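Cytotoxicity counter-line: IDH1KD HT-1080, 48 h, CellTiter-Glo. Curves classed by r2, magnitude and activity.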
KB-V1 MDR tox = kills drug-selected multidrug resistant KB-V1 cells; 3.4% of 400,000 active; Potency, µM (top dose mostly 46.1 µM), inactives show at the top dose activity change, negative = cytotoxicity, most hits filed as cytotoxic; KB-V1 MDR cells viability, CellTiter-Glo, 72 h; AID 1347076; further: potency means the concentration at half of the fitted maximal effect; on the % scale 0 is the no-effect control and ±100 the full control effect; nearly all actives have a fitted effect of over 60% in size
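In this primary screen, KB-V1 cells overexpressing P-gp are incubated with library compounds (lowest to highest concentration) for 72 h at 37 degrees C before a luminescent ATP viability read.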
SW480 rerep = induces DNA re-replication in SW480 colon adenocarcinoma cells | SW480 DNA re-replication, Hoechst DNA content imaging, 48 h | Potency, µM (highest dose often 46.1 µM), for inactives: top-dose re-replication activation, actives largely listed as activators | 1.8% of 340,000 active | AID 624297; further: potency means the concentration at half of the fitted maximal effect; % of control where 0% means no effect; nearly all actives have a fitted effect of over 55% in size
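Cells (250 per well) received 23 nL compound or DMSO by pin tool and were kept 48 hr at 37 C, 5% CO2. Nuclei were then stained with Hoechst for 40 min and scanned for DNA content.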
KB-3-1 cytotox = KB-3-1 parental cell cytotoxicity. Potency, µM (titrated, usually from 46.1 µM), for the others: top-dose activity change, negative = cytotoxic, actives largely listed as cytotoxic. 1.4% of 400,000 active. KB-3-1 viability, CellTiter-Glo ATP luminescence, 72 h; further: potency means the concentration at half of the fitted maximal effect; on the % scale 0 is the no-effect control and ±100 the full control effect; nearly all actives have a fitted effect of over 60% in size
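Using CellTiter-Glo luminescence, growth of non-resistant KB-3-1 adenocarcinoma cells is assessed 72 h after pin-tool compound addition at 37 °C. Normalized responses across the concentration series yield fitted curves.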
IL1B secr inh = blocks inflammasome-driven IL-1 beta release | THP-1 LPS/ATP IL-1B secretion, AlphaLISA, 16 h; hits give low values | activity change, % at 57.5 µM | 4.7% of 360,000 active; in the data active means activity change below about -50%; inconclusive means mostly about -30% to -49%; further: on the % scale 0 is the no-effect control and ±100 the full control effect
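THP-1 cells pretreated 1 hr with compounds (up to 57.5 uM final), then stimulated with LPS (250 ng/mL final) plus ATP (1.25 mM final); secreted IL-1B measured by AlphaLISA after 16 hr, decreased signal indicating inhibition.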
HT1080NT lethal = kills 2HG-producing HT-1080-NT fibrosarcoma cells. HT-1080-NT fibrosarcoma viability, CellTiter-Glo ATP luminescence, 48 h. Potency, µM (highest dose often 46.1 µM), without a hit: at the highest dose activity, negative = less viability, most hits filed as cytotoxic. 1.6% of 360,000 active. AID 686970;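 further: NT is the 2HG producing partner of a matched IDH1 knockdown line; potency means the concentration at half of the fitted maximal effect; 0% = DMSO-treated cells and -100% = media-only wells without cells; nearly all actives have a fitted effect of over 55% in size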
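Toxicity toward the 2HG-producing NT line was scored as %Activity, normalised to DMSO and no-cell wells, from CellTiter-Glo luminescence after 48 hours' treatment.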
WRN inhibitor = inhibitors of human WRN helicase. Q14191. WRN helicase unwinding, fluorescent forked duplex, kinetic. Potency, µM (highest dose often 114 µM), inactives show at the top dose activity change, negative = inhibition, usual class: inhibitors. 0.46% of 360,000 active; further: potency means the concentration at half of the fitted maximal effect; on the % scale 0 is the no-effect control and ±100 the full control effect; nearly all actives have a fitted effect of over 55% in size
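WRN at 20 nM final was preincubated with compound for 15 min at room temperature; reaction started with 100 nM forked duplex oligonucleotide carrying fluorophore and quencher plus 2 mM ATP (final). Unwinding followed kinetically by red fluorescence (ex 525/em 598 nm).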
* marks the source's active call; other numbers are inactive results; i = inactive; u = inconclusive; x = not tested or not shown; [ ] = dose if it differs, or a comment. Unless noted, the call rests on the fitted dose curve; in most records, active means well fitted curve in the direction sought with a large enough effect; inconclusive means small, poorly fitted or top-dose-only effect, or another doubt; inactive means no such curve, though single readings can be large; an effect the other way counts as inactive or inconclusive. Outcome played no part in choosing rows (roughly 12% active in at least one column).

Structure	ATXN2 expr inh	MCF10A rerep	HT1080 IDH1KD tx	KB-V1 MDR tox	SW480 rerep	KB-3-1 cytotox	IL1B secr inh	HT1080NT lethal	WRN inhibitor
Cc1ccc(S(=O)(=O)Nc2cccc(S(=O)(=O)N3CCCC3)c2)cc1C	-2%	u	0%	-14%	-4%	-1%	4	0%	-8%
O=[N+]([O-])c1ccc(NN=Cc2ccc(O)cc2)nc1	12%	23%	-4%	0%	7%	-5%	-3	1%	-15%
CCC(=O)Nc1cccc(-c2cnc3ccccc3n2)c1	48%[activator]	-2%	1%	u	-1%	27%	30	1%	3%
CCOC(=O)/C(C#N)=C/c1c(N2CCN(Cc3ccc4c(c3)OCO4)CC2)nc2c(C)cccn2c1=O	-15%	11%	-15%	2%	2%	u	62	-13%	5%
O=C(CCNS(=O)(=O)c1cccc2nsnc12)NCCC1=CCCCC1	-8%	19%	9%	-10%	21%	10%	-2	15%	-10%
CCN1CCN(C(CNS(=O)(=O)c2ccc(OC)c(C)c2)c2cccnc2)CC1 (stereo not given)	6%	5%	2%	2%	-6%	2%	i	6%	-12%
O=C([C@H](O)c1ccccc1)N1CCC[C@H]1CO	-7%	-15%	17%	u	-3%	6%	9	15%	2%
N#Cc1ccc(OCC(=O)Nc2nc(-c3ccncc3)cs2)cc1	4%	2%	-3%	u	-14%	5%	u	6%	-4%
COc1ccccc1C(=O)N1C(CC(=O)Nc2ccc(C)c(C)c2)C(=O)NC2CCCCC21 (stereo not given)	7%	15%	u	4%	3%	u	22	-26%	-3%
CC(=O)Nc1nnc(SCC(=O)N2CCN(Cc3ccccc3)CC2)s1	-1%	1%	-22%	18%	-3%	4%	6	1%	6%
Cc1occc1C(=O)Nc1cc(S(=O)(=O)N2CCOCC2)ccc1OC(C)C	-11%	u	-30%	x	u	x	-18	0%	-25%
Cc1ccccc1C(=O)Oc1ccc(Cl)cc1C(=S)N1CCOCC1	-4%	3%	4%	u	-9%	0%	-14	-1%	-6%
Cc1ccnc(NC(=O)CSc2ccc3c(c2)OCCO3)c1	19%	3%	0%	18µM*	-5%	-1%	9	7%	17%
Cc1cnn(CCC(=O)NNC(=S)Nc2ccccc2)c1	9%	-19%	8.9µM*	u	u	31%	10	7.1µM*	10%
COc1ccc(C(=O)N2CCOC2CNC(=O)C(=O)NCCc2ccc(OC)c(OC)c2)cc1 (stereo not given)	5%	-1%	1%	29%	-9%	25%	0	10%	-11%
Fc1ccccc1NC(=S)Nc1ccc(Br)cc1	-5%	16%	1%	u	-1%	-18%	-58*	-4%	-16%
CN(C)C(=O)c1cc(C(=O)c2ccc(F)cc2Cl)c[nH]1	30%	6%	1%	-4%	u	-5%	16	-1%	12%
COc1ccccc1C(CC(=O)O)c1ccc2c(c1)OCO2 (stereo not given)	2%	-3%	8%	-26%	-8%	-2%	43	0%	0%
CSC1=NCCN1C(=O)C(C)Oc1ccccc1 (stereo not given)	6%	1%	-2%	u	-13%	-1%	17	0%	-5%
COc1ccc(NC(=O)C2(C)Cc3c(-c4cccc(NC(C)=O)c4)ccnc3O2)cn1 (stereo not given)	-16%	x	u	-20%	x	2.1µM*	91	u	-8%

Records above shown as hits in IL1B secr inh.
Molecule | SW480 rerep | IL1B secr inh | WRN inhibitor
Fc1ccccc1NC(=S)Nc1ccc(Br)cc1 | -1% | -58* | -16%

(more compounds)
Structure	ATXN2 expr inh	MCF10A rerep	HT1080 IDH1KD tx	KB-V1 MDR tox	SW480 rerep	KB-3-1 cytotox	IL1B secr inh	HT1080NT lethal	WRN inhibitor
Cc1c(Cl)cnc(NC(=O)COC(=O)C2CC3CCCC(C2)C3=O)c1Cl (stereo not given)	x	2%	10%	u	-4%	1%	24	3%	-8%
Cc1ccc(C(=O)N/N=C/c2ccc(-c3ccccc3[N+](=O)[O-])o2)cn1	15%	-3%	-8%	4%	-1%	4%	9	-13%	-28%
Cc1ccc(NC(=O)c2ncn(CCCNCC(C)c3ccccc3)n2)cc1C (stereo not given)	-29%	-7%	-14%	0%	u	1%	-10	-17%	5%
CNc1ncnc2c1ncn2[C@H]1CN(C2CCCC2)C[C@@H](CO)O1	8%	x	0%	7%	x	0%	-3	11%	11%
COc1ccc(S(=O)(=O)Nc2cc(Cl)ccc2-n2cncn2)cc1	-5%	9%	-4%	3%	8%	-4%	41	-9%	-1%
CC(C)(C)c1ccc(S(=O)(=O)NCC(=O)Nc2sc3c(c2C(N)=O)CCCC3)cc1	0%	18%	-1%	3%	1%	-3%	2	-1%	-10%
CC(C)CC1C2C(=O)N(c3ccccc3)C(=O)C2ON1c1ccccc1 (stereo not given)	x	-2%	18%	21%	3%	-9%	14	17%	-3%
COc1ccc(C(=S)N2CCN(C)CC2)cc1Br	1%	-8%	14%	-2%	-3%	-3%	1	-2%	-3%
COc1ccc(C(=O)CC(C#N)c2ccc3c(c2)OCO3)cc1OC (stereo not given)	x	x	-19%	u	x	-15%	-10	4%	2%
COc1ccc(CCNC(=O)CSc2nnnn2-c2ccccc2OC)cc1OC	-9%	10%	-1%	-21%	-3%	-16%	-10	-2%	2%
CCN1C(=O)[C@H]2[C@@H](c3ccc(C)cc3)N[C@]3(CCCN(Cc4ccc(F)cc4)C3=O)[C@H]2C1=O	-2%	x	1%	-6%	x	1%	3	0%	3%
N=C(N)n1ncc2c1CCCC2=O	14%	x	0%	-7%	x	19%	17	19%	-8%
Cc1ccccc1N1CCN(CCCOc2ccc3c(C)cc(=O)oc3c2)CC1	x	16%	1%	11µM*	2%	u	37	1%	-4%
O=C(NCCNCc1ccccc1)c1ccco1	14%	2%	-11%	u	-8%	7%	60	-6%	0%[11.6 µM]
COc1cccc2sc(NNC(=O)COc3ccccc3)nc12	x	6%	3%	-10%	-63%[inhibitor]	-1%	-3	-3%	2%
O=[N+]([O-])c1ccccc1OCC(O)CNC1CCCC1 (stereo not given)	7%	-2%	2%	-13%	-2%	-1%	2	7%	-6%
CC(C)N(C(=O)COC(=O)c1ccccc1C(=O)N1CCN(c2ccc(F)cc2)CC1)C(C)C	-10%	3%	-6%	0%	1%	5%	-5	-15%	6%
COc1ccc(-c2cc(C(=O)Nc3nc4c(C)cccc4s3)c3ccccc3n2)cc1OC	10%	u	u	-6%	28%	-1%	-3	-9%	-6%
CC1(C)Cc2ccccc2C(NNC(=O)c2ccccn2)=N1	u	5%	u	u	u	u	75	-28%	-2%
O=C(COC(=O)CNC(=O)c1ccc(Cl)cc1)Nc1cccc(S(=O)(=O)N2CCCC2)c1	x	0%	5%	16%	-33%	-3%	7	-4%	-11%
CC(C)c1ccc(S(=O)(=O)N2CCN(C(=O)C3CCCC3)CC2)cc1	-13%	12%	2%	u	-3%	-3%	-15	-1%	-9%
CCSc1nc(-c2ccccc2)nc2c1CCCC2	6%	u	9%	12%	-7%	-1%	13	-9%	2%
O=C(NNC1CC(=O)N(c2cccc(Cl)c2)C1=O)c1cccnc1 (stereo not given)	4%	u	-1%	-3%	2%	19%	44	1%	15%
CC12CCC(C(=O)N3CCC(Cc4ccccc4)CC3)(C(=O)C1=O)C2(C)C (stereo not given)	-17%	13%	-1%	-22%	15%	-7%	-102*	-18%	-11%
S=C(N/N=C/c1ccccc1Cl)Nc1ccccc1	3%	10%	4µM*	-29%	u	12%	12	14µM*	7%
CC(C)C12CN3CC(C(C)C)(CN(C1)C3c1ccc([N+](=O)[O-])o1)C2=O (stereo not given)	0%	-4%	22%	-2%	0%	27%	18	23%	-1%
Cc1c(-c2ccccc2)[n+](=O)c2c(n1[O-])CCCCC2	1%	-33%[inhibitor]	1%	-7%	100%	5%	2	-3%	12%
COc1cc2c(C)nc3c(c(C)nn3-c3ccccc3)c2cc1OC	-12%	4%	4%	-25%	-2%	7%	16	-2%	-5%
O=C(Nc1ccc(C(=O)N2CCCCC2)cc1)c1ccccc1	7%	12%	-18%	-27%	-6%	-26%	-13	-11%	-3%
CC(CNC(=O)c1cccs1)c1ccc([N+](=O)[O-])cc1 (stereo not given)	-23%	-10%	0%	-10%	-26%	-9%	u	-10%	4%
O=C(NCCCc1ccncc1)C1CCC(=O)N(CCc2cccc(F)c2)C1 (stereo not given)	2%	6%	-2%	0%	-15%	11%	-6	-3%	4%
CC1(C)CC(=O)C2=C(C1)N=C1SCCC(=O)N1C2c1ccccc1 (stereo not given)	-20%	-7%	-8%	1%	8%	-1%	-22	1%	5%
O=C(Cn1nnc(-c2ccccc2)n1)OC1CCOC1=O (stereo not given)	0%	0%	8%	29%	2%	0%	12	11%	-2%[57.1 µM]
CSc1nnc(CNS(=O)(=O)c2ccc(F)cc2)n1C	7%	-12%	5%	-3%	-14%	7%	13	17%	-9%
COc1ccc(Cl)cc1-c1nc(SCC(=O)NC2CCS(=O)(=O)C2)n[nH]1 (stereo not given)	x	-1%	17%	11%	-19%	3%	17	5%	-6%
CCCC(=O)Nc1ccc(NC(=O)c2ccccc2Cl)nc1	21%	u	-30%	u	u	u	-20	-11%	7%
Cc1cc(C)nc(Sc2nc(C)nc3c2oc2ccccc23)n1	18%	u	u	u	u	21µM*	u	u	-10%
Cc1ccsc1C(=O)Nc1ccc2c(c1)OCCO2	-19%	16%	-28%	21µM*	-1%	u	36	-10%	-3%
